Screens deposited in PubChem by several laboratories.
CRFR2-BP ag: CRF-BP/CRF-R2 complex agonism. HEK293 CRF-R2/CRF-BP, calcium dye fluorescence (FLIPR); percent of saturating CRF peptide response. activation, % at 13.2 µM. 0.46% of 350,000 active;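 active = activation of at least 50%, plus an integration ratio under a set limit after plate pattern correction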;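 note: plate controls were neutral control wells without compound for no effect and CRF at EC100 for full effect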
PHOSPHO1 inh: PHOSPHO1 (human) inhibition; Q8TCT1; 1.1% of 290,000 active; recombinant PHOSPHO1, absorbance phosphatase assay; AID 1565; inhibition, % at 13.3 µM; in the data active = inhibition above about 60%
IDE act: activators of human insulin-degrading enzyme in cells | P14735 | HEK cells, FAbeta-B cleavage, fluorescence polarization; 0% vehicle, 100% cell-free pure enzyme wells | activation, % at 5.96 µM | 0.073% of 340,000 active | AID 493087;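 active = activation above the mean of all tested compounds plus 3 SD, set per screening campaign, cut at about 17% in these data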
MEKK3 PB1 HTS: raises or lowers MEK5 binding to the human MEKK3 PB1 domain | Q99759 | bead-based flow cytometry, Alexa488-MEK5 binding to MEKK3; actives lie on both sides; 0 = blocked by unlabeled MEK5, 100 = vehicle | binding response (% of control), % at 10 µM | 1.4% of 290,000 active;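 active = binding response more than 3 SD above or below the average of its plate-row segment, actives on both sides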;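 note: Alexa488 bead fluorescence after subtracting the streptavidin-only scavenger bead signal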
Target sequence (Q99759 whole entry, looked up, the tested form may be a part): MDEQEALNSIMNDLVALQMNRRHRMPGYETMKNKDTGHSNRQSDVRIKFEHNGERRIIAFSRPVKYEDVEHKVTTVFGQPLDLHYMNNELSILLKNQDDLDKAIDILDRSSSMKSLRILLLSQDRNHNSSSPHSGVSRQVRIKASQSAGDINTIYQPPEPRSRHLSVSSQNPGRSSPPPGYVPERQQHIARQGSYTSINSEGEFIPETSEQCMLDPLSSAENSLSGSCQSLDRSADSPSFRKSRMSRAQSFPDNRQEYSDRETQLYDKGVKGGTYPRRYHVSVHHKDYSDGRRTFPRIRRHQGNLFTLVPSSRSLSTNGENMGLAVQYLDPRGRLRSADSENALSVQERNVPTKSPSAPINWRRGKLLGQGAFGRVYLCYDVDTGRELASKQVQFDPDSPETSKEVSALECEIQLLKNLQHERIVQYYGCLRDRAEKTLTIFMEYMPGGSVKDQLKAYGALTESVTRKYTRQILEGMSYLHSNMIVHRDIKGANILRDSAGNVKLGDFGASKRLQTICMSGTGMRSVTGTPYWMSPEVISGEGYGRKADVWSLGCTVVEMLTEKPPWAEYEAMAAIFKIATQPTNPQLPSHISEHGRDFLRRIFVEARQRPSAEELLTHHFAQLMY
pCIP destab: lowers stability of the mouse p/CIP coactivator protein; AID 1984; decrease of EGFP signal, % at 10 µM; F442A p/CIP-EGFP cells, EGFP fluorescence, 16 h; Q05BA5; 0.01% of 290,000 active;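 active = EGFP signal decrease of at least 30% at 10 µM or well 3 SD below plate mean, unless failing retest; inactive = the rest, including hits failing retest or dose response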; note: some compounds called inactive have numbers as strong as hits; many of its hits are not listed in these tables
M4 PAM: positive allosteric modulators of human muscarinic M4 receptor; P08173; CHO-K1 hM4/Gqi5, Fluo-8 calcium fluorescence, ACh EC20; 0% = ACh EC20, 100% = maximal ACh; activation, % at 3 µM; 0.4% of 360,000 active; AID 624126;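 active = activation above its plate's cutoff, the mean activation of sample wells plus 3 SD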; note: some results filed as inactive read as strong as hits
Target sequence (P08173 whole entry, looked up): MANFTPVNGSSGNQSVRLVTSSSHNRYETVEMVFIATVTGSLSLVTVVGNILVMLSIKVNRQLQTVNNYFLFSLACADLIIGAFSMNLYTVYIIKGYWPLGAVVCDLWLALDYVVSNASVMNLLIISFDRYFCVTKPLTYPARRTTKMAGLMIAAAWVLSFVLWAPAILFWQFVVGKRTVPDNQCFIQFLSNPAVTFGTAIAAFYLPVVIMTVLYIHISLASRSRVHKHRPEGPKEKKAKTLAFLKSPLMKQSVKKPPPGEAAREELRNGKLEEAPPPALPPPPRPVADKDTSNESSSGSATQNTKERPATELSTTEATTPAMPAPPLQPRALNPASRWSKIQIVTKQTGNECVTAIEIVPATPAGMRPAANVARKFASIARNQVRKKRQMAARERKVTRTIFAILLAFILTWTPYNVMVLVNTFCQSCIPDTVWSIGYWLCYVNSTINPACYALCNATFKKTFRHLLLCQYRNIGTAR
GalR3 antag: antagonists of human GalR3 | inhibition, % at 3 µM | HEK293 GalR3-CNG cAMP membrane potential fluorescence; galR3 body fused to GalR1 C-terminus | O60755 | 0.44% of 360,000 active | AID 651719;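 active = inhibition above the screen-wide average plus 3 SD, cut at about 13% in these data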;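 note: forskolin and galanin both at EC90 stimulate the cells; cAMP rise reported by CNG channel membrane potential dye signal; 0% = forskolin plus galanin with DMSO and 100% = forskolin alone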
CRFBP-R2 block: CRF-BP/CRF-R2 complex antagonism. 0.59% of 350,000 active. AID 588475. inhibition, % at 11.8 µM. HEK293 CRF-R2/CRF-BP, CRF-induced calcium fluorescence;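 active = inhibition of the ligand-induced calcium signal above about 50% at the single tested concentration, limit read from the data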
IDE inh: cellular human IDE inhibition. 0.41% of 320,000 active. AID 434962. inhibition, % at 5.59 µM. P14735. HEK cells, FAbetaB cleavage, fluorescence polarization;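 active = percent inhibition above the average of all tested compounds plus 3 SD, set per screening campaign, cut at about 16% in these data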;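 note: IDE supplied by intact live HEK cells; FP after avidin binding of uncleaved biotin substrate so inhibition keeps polarization high; 0% = DMSO wells and 100% = 60 µM reference IDE inhibitor Ii1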
The depositor's hits bear a star; x = not tested or not shown.

SMILES	CRFR2-BP ag	PHOSPHO1 inh	IDE act	MEKK3 PB1 HTS	pCIP destab	M4 PAM	GalR3 antag	CRFBP-R2 block	IDE inh
CCOC(=O)C(NC(C)=O)(Nc1ccc(S(N)(=O)=O)cc1)C(F)(F)F (stereo unspecified)	0.4	0.1	4.3	124.0	-25.5	18.1	-2.4	9.1	3.3
CC1SC(c2ccc(F)cc2)NC1=O (stereo unspecified)	0.4	49.8	2.9	96.0	5.8	0.8	-1.9	2.9	-0.7
CCNC(=O)COC(=O)/C=C/c1cccc([N+](=O)[O-])c1	0.8	32.0	0.0	101.0	-3.7	-7.5	-4.3	0.7	0.8
O=C(CN1CCN(S(=O)(=O)c2ccc(F)cc2)CC1)Nc1ccc2c(c1)OCCO2	-1.4	-5.4	4.8	93.0	-3.7	3.8	1.8	-7.7	0.3
COc1ccc(N2CCN(c3nc(=S)n(-c4ccccc4)c(C)c3C(C)=O)CC2)cc1	5.2	-27.1	-5.2	107.0	-26.8	-3.0	0.1	-6.3	2.0
NC(=O)CCN1CCN(Cc2cn[nH]c2-c2cccc3ccccc23)CC1	-2.4	32.5	0.3	98.0	-11.0	3.8	-4.1	21.0	1.7
CC(=O)n1cc([C@H]2C=C(C(=O)N3CCOCC3)O[C@@H](OCc3ccc(CO)cc3)C2)c2ccccc21	-0.8	34.6	4.1	82.0	-3.4	-0.6	-6.1	-5.4	2.4
CN1C(=O)[C@H]2[C@@H](c3ccc(C(F)(F)F)cc3)N[C@]3(CCCN(Cc4cccn4C)C3=O)[C@H]2C1=O	1.4	x	x	x	x	-0.6	-3.6	23.7	x
Oc1c(Br)cc(Br)cc1/C=N/c1nc2c(s1)CCCC2	25.3	x	2.7	102.0	x	18.0	x	0.5	5.6
O=C(O)c1cccc(NS(=O)(=O)c2cccc(C(=O)Nc3ccccc3[N+](=O)[O-])c2)c1	-0.9	29.5	-1.5	102.0	-0.7	-1.8	-9.3	1.3	-1.9
NC(=O)c1cc(S(=O)(=O)N2CCN(c3ccc([N+](=O)[O-])cc3)CC2)cs1	0.8	16.9	1.3	100.0	-15.7	-10.3	-7.8	-5.1	1.8
COc1ccccc1C(CC(=O)O)c1ccc2c(c1)OCO2 (stereo unspecified)	-1.4	23.9	6.8	103.0	-3.1	0.4	-8.6	16.5	0.1
CSc1ccc(C(=O)c2[nH]c(=O)[nH]c2C)cc1	0.1	x	-0.9	x	x	3.9	1.6	-20.9	1.0
O=C(/C=C/c1ccc(Cl)cc1)N1CCOCC1	-0.1	23.9	-6.7	104.0	-0.1	1.5	-6.9	5.3	1.3
COc1cc(N2CCCC2)ccc1C=O	-0.1	24.1	0.8	103.0	-22.6	4.6	7.2	-20.8	-1.5
COC(=O)Cc1ccc(OC(=O)CCS(=O)(=O)c2ccc(Cl)cc2)cc1	-0.2	x	4.2	x	x	-1.2	-3.5	-5.5	2.0
Cc1ccc(C(=O)N/C(=C\c2ccc(F)cc2)C(=O)NCCN2CCOCC2)cc1	0.5	0.4	5.1	106.0	6.2	-4.9	-9.6	10.3	6.0
Fc1ccccc1COc1ccc(/C=N/NC(=S)NCc2ccccc2)cc1	0.5	-47.7	3.0	86.0	6.0	4.2	-3.6	0.2	2.9
COc1ccc(CNC(=O)c2cccc(S(=O)(=O)N3CCN(c4ccc(F)cc4)CC3)c2)cc1	6.1	x	-2.9	x	x	-6.3	-4.3	-11.8	x
Nc1c(Cl)ncnc1NCc1ccccc1	-0.1	7.8	1.2	112.0	-18.1	-6.7	-9.0	12.5	-2.2
O=C(O)/C=C/c1ccc(Oc2ncccn2)cc1	0.7	15.0	-0.1	104.0	-9.2	-3.7	-8.7	-11.6	2.0
CCOC(=O)c1ccc2[nH]c3c(c2c1)CCCCC3=O	1.5	1.1	-0.5	94.0	-12.9	-0.8	1.6	-21.2	5.1
CCO[C@@H]1OC(C(=O)NCc2nc3ccccc3[nH]2)=C[C@H](C(C)(C)C)[C@H]1CCCO	-0.9	x	-3.7	101.0	x	3.9	3.5	3.9	0.5
CCOc1ccccc1N1CCN(S(=O)(=O)c2cccs2)CC1	-0.2	-14.0	0.2	104.0	-8.6	-2.1	-7.3	-9.0	-0.5

Part of the list above, showing only M4 PAM:
canonical_smiles | M4 PAM
COc1cc(N2CCCC2)ccc1C=O | 4.6
CCOc1ccccc1N1CCN(S(=O)(=O)c2cccs2)CC1 | -2.1
COc1ccc(CNC(=O)c2cccc(S(=O)(=O)N3CCN(c4ccc(F)cc4)CC3)c2)cc1 | -6.3
Nc1c(Cl)ncnc1NCc1ccccc1 | -6.7
CCOC(=O)c1ccc2[nH]c3c(c2c1)CCCCC3=O | -0.8
COC(=O)Cc1ccc(OC(=O)CCS(=O)(=O)c2ccc(Cl)cc2)cc1 | -1.2

The listing continues:
SMILES	CRFR2-BP ag	PHOSPHO1 inh	IDE act	MEKK3 PB1 HTS	pCIP destab	M4 PAM	GalR3 antag	CRFBP-R2 block	IDE inh
Cc1ccc2nsnc2c1NC(=O)COc1ccccc1	4.9	7.3	-0.5	102.0	14.6	4.4	-3.8	1.9	-1.5
O=C(O)c1cc2ccccc2c2cc(Br)ccc12	-2.1	56.3	2.5	108.0	-0.7	0.3	-8.9	4.1	0.9
CC(=O)N(c1ccccc1)C(C)c1nc(C#N)c(C#N)nc1C (stereo unspecified)	-1.5	3.8	4.1	109.0	-15.5	2.4	-2.3	0.6	4.2
CCNC(=O)Cn1cc(C#N)c2ccccc21	0.5	5.7	4.6	99.0	-5.7	-6.4	-0.8	-0.9	-7.5
O=C(OCCOc1ccccc1Cl)c1cc(S(=O)(=O)N2CCCCC2)ccc1N1CCOCC1	22.9	x	2.3	x	x	-6.1	-2.3	-8.0	x
COc1ccc(OC)c2c(C)cc(N3CCCN(C)CC3)nc12	-6.7	6.8	7.2	101.0	1.8	-8.0	-4.3	-5.7	2.4
O=C(NCc1ccco1)C(=O)NCC1OCCCN1S(=O)(=O)c1ccc(F)cc1 (stereo unspecified)	3.8	0.6	1.2	104.0	10.8	-2.3	-5.1	13.6	0.5
Cc1cccc2cn[nH]c12	0.6	-3.9	-2.0	109.0	-3.9	4.8	0.0	-2.1	-3.8
CCOC(=O)Cc1csc(NC(=O)c2ccc(Cl)nc2)n1	3.7	48.5	3.4	103.0	-8.0	6.4	-6.3	-1.8	2.5
O=C(CN1CCN(S(=O)(=O)c2ccc(Cl)s2)CC1)N1CCCCC1	-1.4	x	-2.7	x	x	7.9	-6.2	7.1	0.9
COC(=O)C1CCN(S(C)(=O)=O)CC1	5.9	-24.7	-1.5	100.0	-4.2	6.4	-3.4	2.0	-0.4
O=C(CSC1=Nc2ccccc2C2=NC(c3ccccc3)C(=O)N12)NC1CCCCC1 (stereo unspecified)	0.1	15.2	4.8	124.0*	10.0	4.6	3.3	-2.7	-2.4
Cc1[nH]c(=O)[nH]c(=O)c1S(=O)(=O)Nc1cccc(C(F)(F)F)c1	-1.8	29.9	-2.8	108.0	-9.1	-7.1	-5.7	-0.3	x
CCCCCCN1C[C@H](O)[C@@H](n2cc(COC(=O)c3ccccc3)nn2)C[C@@H]1c1ccc(C)cc1	4.0	x	x	x	x	0.9	-3.2	-8.8	x
COc1ccccc1C(=O)NC(=O)COC(=O)CNC(=O)c1ccc(Cl)c([N+](=O)[O-])c1	0.4	x	-0.1	x	x	9.1	2.1	16.0	2.6
CCOC(=O)C(CC)n1cnc2c(nnn2-c2ccc(OC)cc2)c1=O (stereo unspecified)	0.3	13.5	3.8	102.0	-18.5	20.6	-6.8	-10.3	-1.5
CSc1ccc(C2C3(C#N)C(N)=NC4(OCCO4)C23C#N)cc1 (stereo unspecified)	0.0	27.4	3.9	103.0	-16.9	8.1	0.5	16.1	-0.3
CC(C)(C)c1ccc(-c2nc(C#N)c(NCc3ccncc3)o2)cc1	-1.8	15.5	5.3	102.0	7.9	-9.3	-4.9	-4.9	7.0
CCc1ccc(NC(=O)CSc2nc(NS(=O)(=O)c3ccccc3)cc(=O)[nH]2)cc1	0.0	-1.1	-5.4	102.0	1.2	7.8	-4.6	9.6	x
O=C(COC(=O)CCc1ccc(S(=O)(=O)N2CCOCC2)cc1)NCc1ccc(Cl)cc1	0.6	24.1	-1.7	104.0	-0.9	-5.9	-2.6	-11.4	3.1
COCCN(Cc1cc2cc(C)c(C)cc2nc1Cl)C(=O)N1CCOCC1	-0.8	1.4	6.0	104.0	2.5	6.1	-11.1	1.7	10.7
O=C(COC(=O)c1ccccc1C(=O)c1ccccc1)Nc1ccc(SC(F)F)cc1	8.9	-2.4	3.8	99.0	-17.2	-7.5	-1.7	-15.4	3.3
COc1cccc(N2CCN(C(=O)c3cccc(NC(=O)C4=C(C)OCCS4)c3)CC2)c1	-0.3	x	x	x	x	0.1	-5.0	9.3	x
CCn1c(CNC(=O)c2ccco2)nnc1SCC(=O)Nc1cc(C(F)(F)F)ccc1Cl	-2.2	7.0	-2.3	104.0	-3.0	4.7	-5.1	23.9	-2.5
C/C(CCC1CC(C)OC1=O)=N\NC(N)=S (stereo unspecified)	0.9	-2.6	3.6	85.0	-7.8	1.7	-8.0	-2.1	6.5
CCOc1ccc(Cc2nnc(SCC(=O)Nc3ccccc3)n(N)c2=O)cc1	-1.5	x	1.0	x	x	3.3	2.0	-3.8	-9.6
Cc1nonc1C(=O)N1CCCC(N2CCN(c3ccc(F)cc3)CC2)C1 (stereo unspecified)	1.9	46.6	-0.1	102.0	1.4	-1.8	-1.9	-3.3	x
Cc1cccn2c(=O)c3cc(C(=O)NCc4ccc(F)cc4)c(=N)n(CCCN4CCOCC4)c3nc12	-0.3	x	-2.4	x	x	5.7	2.8	9.9	x
O=C(O)C1C(=O)NCC1c1ccccc1 (stereo unspecified)	-0.4	32.1	0.9	107.0	-2.9	-5.2	-4.5	-1.6	6.2
Cc1cc(C)c(S(=O)(=O)N2CCOC2CNC(=O)C(=O)NCc2cccnc2)c(C)c1 (stereo unspecified)	11.8	-8.6	2.7	108.0	2.0	8.3	x	-18.8	1.3
O=C(Nc1c(C(=O)Nc2cccc3ccccc23)cnn1-c1ccccc1)c1ccco1	-1.2	-4.7	0.4	108.0	7.9	-8.3	-0.8	-38.5	-3.4
CC1(C)Nc2ccccc2N(CC(=O)N2CCCCC2)C1=O	-0.4	6.0	0.2	101.0	-12.8	17.3	-1.0	10.3	-3.1
CCCNCc1cc(OCC)c(OCC(=O)Nc2ccccc2)cc1Br	0.1	3.6	3.9	122.0	25.1	-9.0	-9.8	-3.0	-4.0
O=C(Oc1ccc(Cl)c2cccnc12)C12CC3CC(CC(C3)C1)C2	3.8	-13.9	5.3	99.0	-8.0	0.8	-2.7	-48.2	0.5
CCOc1cccc(C2C(C(=O)c3ccc(C)o3)=C(O)C(=O)N2Cc2ccncc2)c1 (stereo unspecified)	0.1	-36.3	4.9	108.0	3.8	-5.3	-1.5	-3.7	-5.5

Complete entries, quoted from the list.
Record of Cc1cccn2c(=O)c3cc(C(=O)NCc4ccc(F)cc4)c(=N)n(CCCN4CCOCC4)c3nc12 → CRFR2-BP ag: -0.3; PHOSPHO1 inh: x; IDE act: -2.4; MEKK3 PB1 HTS: x; pCIP destab: x; M4 PAM: 5.7; GalR3 antag: 2.8; CRFBP-R2 block: 9.9; IDE inh: x
Record of O=C(Nc1c(C(=O)Nc2cccc3ccccc23)cnn1-c1ccccc1)c1ccco1 → CRFR2-BP ag: -1.2; PHOSPHO1 inh: -4.7; IDE act: 0.4; MEKK3 PB1 HTS: 108.0; pCIP destab: 7.9; M4 PAM: -8.3; GalR3 antag: -0.8; CRFBP-R2 block: -38.5; IDE inh: -3.4
